Source: PubChem (National Center for Advancing Translational Sciences (NCATS))
GPT2 inhibitor: blocks human glutamate pyruvate transaminase 2 | Recombinant GPT2, coupled pyruvate oxidase/HRP Amplex Red fluorescence | 100,000 compounds, 0.25% hits | Potency, µM (titrated, usually from 57.7 µM), without a hit: top-dose activity change, negative = inhibition, usual class: inhibitors | AID 1671188; further: potency means the concentration at half of the fitted maximal effect; nearly all actives have a fitted effect of over 60% in size; many of its hits are not listed in these tables
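GPT2 10ng/uL, a-KG 250uM, L-Ala 2mM, HEPES pH7.5 + 0.0001% Tween; 30 min RT. Then Amplex mix (PO/HRP/ThPP), 30 min RT dark, fluorescence. AOA 50uM used as positive control.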
SNCA viab count: cell viability loss counter-screen | HEK-293-SNCA-luc viability, GF-AFC fluorescence, 24 h | Potency, µM (highest dose often 57.1 µM), for inactives: at the highest dose activity change, negative = cytotoxicity, usual class: cytotoxic | 150,000 compounds, 0.12% hits | AID 1671193;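 further: potency means the concentration at half of the fitted maximal effect; 0% = DMSO-treated cells and -100% = medium-only wells without cells; nearly all actives have a fitted effect of over 30% in size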
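Cytotoxicity counterscreen: after 24 h compound treatment of genome-edited SNCA-luciferase HEK-293 cells, live-cell protease substrate GF-AFC read by fluorescence after 30 min; activity scaled between DMSO (0%) and medium-only (-100%), curves Hill-fitted.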
NIH3T3 tox: kills NIH 3T3 cells | Potency, µM (highest dose often 96.7 µM), for inactives: at the top dose activity change, negative = cytotoxicity, usual class: inhibitors | 94,000 compounds, 4.3% hits | AID 1345082 | NIH 3T3 viability, CellTiter-Glo ATP luminescence, 48-72 h; further: potency means the concentration at half of the fitted maximal effect; nearly all actives have a fitted effect of over 55% in size
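Viability of NIH 3T3 cells after 48 or 72 hr compound treatment at 37 °C was assessed by CellTiter-Glo, with luminescence imaged following a 10 min room-temperature step.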
IP6K1 inh: inhibitors of human IP6K1. Q92551. IP6K1 kinase, ADP-Glo luminescence, 2 h; stronger effect = lower value. activity change, % (series mostly up to about 58 µM). 140,000 compounds, 0.81% hits. AID 1645851; in the data active means activity change below about -25%
Target sequence (Q92551 whole entry, looked up): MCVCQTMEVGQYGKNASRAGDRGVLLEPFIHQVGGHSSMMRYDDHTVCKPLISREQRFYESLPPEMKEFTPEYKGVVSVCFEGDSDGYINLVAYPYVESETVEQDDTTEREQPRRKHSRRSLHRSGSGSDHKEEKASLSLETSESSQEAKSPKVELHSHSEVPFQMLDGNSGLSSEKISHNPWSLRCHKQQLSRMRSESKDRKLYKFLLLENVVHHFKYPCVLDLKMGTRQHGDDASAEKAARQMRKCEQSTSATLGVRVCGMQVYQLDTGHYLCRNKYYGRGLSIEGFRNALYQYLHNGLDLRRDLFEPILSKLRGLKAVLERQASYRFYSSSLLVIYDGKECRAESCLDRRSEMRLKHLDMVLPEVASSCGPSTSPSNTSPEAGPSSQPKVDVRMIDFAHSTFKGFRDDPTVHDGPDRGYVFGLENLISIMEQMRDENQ
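ADP-Glo luminescence measures ADP made by human IP6K1 during a 2 h RT reaction with ATP/IP6 (mix at 1.3 mM/130 uM); top library doses 57.5 and 19.1 uM final.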
FLuc inh: blocks purified firefly luciferase enzyme activity | P08659 | purified P. pyralis luciferase, luminescence, biochemical | Potency, µM (top dose mostly 115 µM), inactives show top-dose activity change, negative = inhibition, most hits filed as inhibitors | 76,000 compounds, 2.5% hits | AID 1347043; further: potency means the concentration at half of the fitted maximal effect; nearly all actives have a fitted effect of over 65% in size
Target sequence (P08659 whole entry, looked up): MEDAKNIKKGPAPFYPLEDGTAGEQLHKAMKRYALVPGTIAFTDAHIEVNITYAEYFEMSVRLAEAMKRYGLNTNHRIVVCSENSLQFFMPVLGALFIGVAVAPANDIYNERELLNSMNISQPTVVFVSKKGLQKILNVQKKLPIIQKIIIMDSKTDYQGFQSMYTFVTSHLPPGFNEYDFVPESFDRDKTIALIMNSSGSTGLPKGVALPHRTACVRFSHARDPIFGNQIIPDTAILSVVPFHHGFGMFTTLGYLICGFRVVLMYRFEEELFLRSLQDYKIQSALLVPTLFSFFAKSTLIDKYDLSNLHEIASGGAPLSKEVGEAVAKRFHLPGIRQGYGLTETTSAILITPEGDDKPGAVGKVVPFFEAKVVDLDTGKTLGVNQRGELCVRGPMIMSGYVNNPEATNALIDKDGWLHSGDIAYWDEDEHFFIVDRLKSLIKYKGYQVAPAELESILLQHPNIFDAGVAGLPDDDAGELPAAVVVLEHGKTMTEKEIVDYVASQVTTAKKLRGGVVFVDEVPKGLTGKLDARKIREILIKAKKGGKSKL
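Luminescence read by CCD imaging after purified firefly luciferase (10nM final) was added to substrate buffer holding 10uM D-luciferin and 10uM ATP, pH 7.5, pre-dosed with compound.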
HEK cytotox: HEK 293 cell cytotoxicity. HEK 293 viability, ATP luminescence (CellTiter-Glo), 48-72 h. Potency, µM (series often up to 115 µM), for the others: top-dose activity change, negative = cytotoxicity, most hits filed as inhibitors. 94,000 compounds, 6.6% hits; further: potency means the concentration at half of the fitted maximal effect; nearly all actives have a fitted effect of over 60% in size
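Read-out: CellTiter-Glo ATP luminescence. Cells: HEK 293, 250 cells/well. Exposure: 48 or 72 hr, 37 degree Celsius.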
SNCA expr inh: SNCA gene expression inhibition; Potency, µM (doses to about 57.2 µM), without a hit: top-dose activity change, negative = inhibition, actives largely listed as inhibitors; HEK-293 SNCA-luciferase knock-in, luminescence, 24 h; 140,000 compounds, 0.17% hits;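 further: potency means the concentration at half of the fitted maximal effect; plate controls were DMSO cells for no effect and cell-free wells for full effect; nearly all actives have a fitted effect of over 45% in size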
The depositor's hits bear a star; i = inactive; ? = inconclusive; · = no result given; [ ] = dose if it differs, or a comment. Unless noted, the call rests on the fitted dose curve; in most records, active means well fitted curve in the direction sought with a large enough effect; inconclusive means small, poorly fitted or top-dose-only effect, or another doubt; inactive means no such curve, though single readings can be large; an effect the other way counts as inactive or inconclusive. Unless noted, on the % scale 0 is the no-effect control and ±100 the full control effect. An excerpt; the hit share may differ from the screen's.

Results follow in this order: GPT2 inhibitor	SNCA viab count	NIH3T3 tox	IP6K1 inh	FLuc inh	HEK cytotox	SNCA expr inh
> CCOC(=O)c1cc2c(=O)n3ccccc3nc2n(Cc2ccco2)c1=NC(=O)c1ccc(C)c(C)c1
 : ·	?	·	-7	·	·	7%
> COC(=O)NC1CCN(Cc2cccc(-c3ccccc3OC)c2)CC1
 : 4%	12%	-27%	4	·	?	8%
> Cc1noc(C)c1-c1cc(-c2ccccc2F)cn2cncc12
 : -14%[88.5 µM]	1%[87.6 µM]	?	-8	2%[172 µM]	79µM*	14%[87.6 µM]
> COc1ccccc1OCc1cc(C(=O)NC(CO)C(C)C)n[nH]1 (stereo unspecified)
 : -4%	8%	i	-11	-6%	-6%	11%
> COc1ccc(C(=O)c2oc3ccccc3c2NC(=O)COc2ccccc2)cc1
 : ·	3%	·	0	·	·	21%
> COc1ccc(NC(=O)Nc2cccc(-c3cn4cccnc4n3)c2)cc1
 : ·	2%	·	-4	·	·	26%
> CCn1c(C(=O)Nc2ccccc2C(=O)OC)cc2sc(Cl)cc21
 : ·	4%	·	17	·	·	-18%
> Cc1ccsc1C(=O)Nc1ccc(-c2nnc3n2CCCC3)cc1
 : i	4%	?	-11	35µM*	-27%	21%
> Cc1ccc(C(=O)N2CCCC3(C2)Nc2cccnc2NC3=NC2CCCC2)cc1F (stereo unspecified)
 : -27%	-19%	?	1	11%	71µM*	-6%
> COc1cccc(CNC(=O)Cc2c(C)c3c(cc(C)c4c(C)c(C)oc43)oc2=O)c1
 : ·	8%	·	-20	·	·	0%
> CCC1(C(=O)NC2CCCCCC2)CCCCC(=O)N1 (stereo unspecified)
 : i	19%	1%	0	-20%	2%	65%[activator]
> CCc1ccc(NC(=O)c2cc(S(=O)(=O)NC3CCCCCC3)ccc2F)cc1
 : ·	-13%	·	-6	·	·	?
> Cn1nc(C2CCCN(C(=O)c3ccncc3)C2)n(Cc2ccccc2)c1=O (stereo unspecified)
 : -1%	12%	-4%	-4	11%	-1%	-3%
> CCC(C(=O)Nc1ccc2c(c1)CN(Cc1ccccc1OC)C(=O)C(C)O2)c1ccccc1 (stereo unspecified)
 : i	-5%	?	14	0%	?	-10%
> O=C(NCc1ccc(F)cc1)C1CCN(C(=O)c2ncn3c2COC(c2ccccc2)C3)CC1 (stereo unspecified)
 : i	-7%	-13%	0	14µM*	-6%	75%[activator]
> CCCOCCCNC(=O)c1c(C)noc1-c1ccccc1OC
 : -18%	?	-19%	-5	-9%	-4%	7%
> O=C(c1cc(F)ccc1Cl)N1CCC(n2cnnc2C2CC2)CC1
 : ?	8%	i	2	-2%	3%	-11%
> CNC(=O)c1cc(C2CC2)nc2onc(C3CCN([S+](=O)([O-])c4ccccc4)C3)c12 (stereo unspecified)
 : ·	·	-19%	-10	·	?	·
> CCOC(=O)c1ccc(NC(=O)COCc2cc(-c3ccc4c(c3)OCO4)on2)cc1
 : ·	-11%	·	16	·	·	28%
> Cc1sc2ncn(CC(=O)N3CCN(c4ccc(F)cc4)CC3)c(=O)c2c1S(=O)(=O)N1CCN(c2ncccn2)CC1
 : ·	?	·	5	·	·	0%
> O=C(NCCNC(=O)C1CCCC1)c1ccc(-c2cncnc2)cc1
 : ·	·	-8%	-11	·	2%	·
> O=C(CNC(=O)c1ccccc1)OCc1cc(=O)n2ccsc2n1
 : ·	-5%	·	1	·	·	-20%
> Cc1nn(-c2ccccc2)c2c1C(C1CC1)N(C1CN(C(=O)Cc3ccc(F)cc3)C1)C2=O (stereo unspecified)
 : ·	·	?	28	·	?	·
> COc1ccc(OC)c(CNC(=O)C2CCN(S(=O)(=O)N3CCCCC3)CC2)c1
 : ·	7%	·	-17	·	·	-6%
> FC(F)(F)c1ccccc1-c1ncc[nH]1
 : -18%[88.5 µM]	-20%[87.6 µM]	i	-4	·	i	13%[87.6 µM]
> CCOc1ccccc1NC(=O)N1CCCC(c2nc(-c3cnccn3)no2)CCNC(=O)CC1 (stereo unspecified)
 : i	8%	4%	15	-9%	2%	18%
> COCCN1CCCC1c1nc(C2CN(S(=O)(=O)c3cccc(OC)c3)C2)no1 (stereo unspecified)
 : i	-12%	-20%	-8	·	-27%	0%
> COCCNC(=O)C[C@@H]1C[C@H]2O[C@H](CNCc3ccccc3C)[C@@H](O)[C@H]2O1
 : i	3%[87.6 µM]	2%[174 µM]	5	2%[172 µM]	5%[172 µM]	5%[87.6 µM]
> O=C(O)CC(CCc1ccccc1)OC1OC(CO)C(O)C(O)C1O (stereo unspecified)
 : -9%[27.3 µM]	-12%	·	6	·	·	·
> COc1ccc(CNC(=O)c2cc3sccc3n2C)cc1
 : ·	5%	·	-13	·	·	133%[activator]

Structural class, the compounds so far containing a thiophene ring, fused or not
Results follow in this order: GPT2 inhibitor	SNCA viab count	NIH3T3 tox	IP6K1 inh	FLuc inh	HEK cytotox	SNCA expr inh
> CCn1c(C(=O)Nc2ccccc2C(=O)OC)cc2sc(Cl)cc21
 : ·	4%	·	17	·	·	-18%
> Cc1ccsc1C(=O)Nc1ccc(-c2nnc3n2CCCC3)cc1
 : i	4%	?	-11	35µM*	-27%	21%
> Cc1sc2ncn(CC(=O)N3CCN(c4ccc(F)cc4)CC3)c(=O)c2c1S(=O)(=O)N1CCN(c2ncccn2)CC1
 : ·	?	·	5	·	·	0%
> COc1ccc(CNC(=O)c2cc3sccc3n2C)cc1
 : ·	5%	·	-13	·	·	133%[activator]

Next part:
Results follow in this order: GPT2 inhibitor	SNCA viab count	NIH3T3 tox	IP6K1 inh	FLuc inh	HEK cytotox	SNCA expr inh
> Cc1ccccc1C(=O)Nc1nc2nc(-c3ccccc3)cc(=O)n2[nH]1
 : ·	5%	·	-10	·	·	-2%
> O=C(CSc1nnc2ccc3ccccc3n12)Nc1ccccc1Cl
 : ·	-13%	·	7	·	·	204%[activator]
> OCCC1CN(Cc2nc3ccccc3s2)CCN1Cc1ccc(F)c(F)c1 (stereo unspecified)
 : i	0%	-23%	3	-10%	79µM*	-22%
> COC(=O)N1CCN(C(=O)c2nc3cccnc3n(C3CCCC3)c2=O)CC1
 : i	13%	-29%	-3	·	1%	33%[activator]
> O=C(NC[C@H]1O[C@@H](CO)[C@@H](O)[C@H]1N1CCN(c2ccccc2)CC1)c1ccc(C(F)(F)F)cc1
 : 2%	1%	-10%	14	13%	-3%	6%
> CCCn1cc(-c2ccncc2)cc1C(=O)N1CCN(c2ccccc2F)CC1
 : i	-3%	?	-8	0%	45µM*	5%
> CC1Oc2ccc(NC(=O)c3ccc(F)cc3F)cc2CN(CCc2ccccc2)C1=O (stereo unspecified)
 : -8%	-5%	-26%	-2	-20%	?	15%
> Cc1ccc(S(=O)(=O)N2C[C@@H](F)C[C@H]2C(=O)N2CCOCC2)c(C)c1
 : i	2%	-22%	11	1%	11%	12%
> CCCNC(=O)N[C@@H]1C[C@H](Cn2cc(-c3cccnc3)nn2)[C@@H](O)[C@H]1O
 : 3%[88.5 µM]	-4%[87.6 µM]	-7%[138 µM]	12	-8%[172 µM]	-4%[172 µM]	-4%[87.6 µM]
> COc1cccc(-c2nn(C)c3sc(C(=O)N4CCN(c5cccc(C)c5)C(C)C4)cc23)c1 (stereo unspecified)
 : ·	-12%	·	8	·	·	?
> C[C@H]1[C@@H]2[C@@H](O)C([C@H](C)C(=O)NCc3ccc(F)cc3)CC[C@@]2(C)CC[C@@H]1NC(=O)C1CCCCC1 (stereo partly specified)
 : -1%	-14%	-25%	-1	6%	-29%	-5%
> COc1ccc(CC(=O)NC2CCN(c3ccnc4ccnn34)C2)cc1 (stereo unspecified)
 : i	1%	?	15	·	?	?
> COc1ccc(CNC2(Cc3cc(COc4ccccc4)on3)COC2)cc1
 : ?	-12%[87.6 µM]	?	-9	-6%[172 µM]	?	-5%[87.6 µM]
> O=C(NC1CCCN(c2ccnc3ccnn23)C1)c1ccc(C(F)(F)F)cc1 (stereo unspecified)
 : -9%	-17%	?	19	·	28µM*	-17%
> COc1ccc(C(=O)N2CC(CNC(=O)N3CCCC3)C3(CCOCC3)C2)cc1 (stereo unspecified)
 : 0%	-19%	-5%	7	·	i	3%
> COc1ccc(-c2nc(C)nc3c2CCN(Cc2cncs2)CC3)cc1
 : i	8%	-13%	2	5%	2%	15%
> COc1cccc(N2CCN(C(=O)c3c(C)oc4ncnc(N5CCOCC5)c34)CC2)c1
 : ·	13%	·	-15	·	·	-1%
> C=Cc1ccc(Cn2c(C(=O)O)c(CNCc3cc(OC)ccc3OC)c3ccc(C)cc32)cc1
 : ·	2%	·	3	·	·	-7%
> CCOc1ccc(CCNC(=O)c2ccc(-n3c(C)cc4c3CCC(C)C4)cc2)cc1OCC (stereo unspecified)
 : ·	-17%	·	-4	·	·	?
> O=C(c1ccc(F)cn1)N1CC(F)(F)C[C@H]1c1nc(C2CC2)no1
 : i	7%	-5%	-3	-9%	-5%	-5%
> NC(=O)c1ccc(Nc2cnc3ccc(-c4ccccc4)nn23)cc1
 : -29%[88.5 µM]	9%[87.6 µM]	28µM*	-29*	-1%[172 µM]	?	61%[activator][87.6 µM]
> O=C1COc2ccc(Nc3cccc(F)c3)nc2CN1CCOc1ccccc1
 : -2%[88.5 µM]	-10%[87.6 µM]	89µM*	-13	-26%[172 µM]	89µM*	-26%[87.6 µM]
> CCn1cc(S(=O)(=O)N2CC[C@H]3C(=O)NCCCCCCN(Cc4ccncc4)[C@@H]3C2)cn1
 : i	5%	-11%	3	-11%	1%	16%
> COc1ccc(C(=O)N2CCC[C@@H]2C(=O)N2CCC(N3CCOC3=O)CC2)cc1
 : i	-7%	-14%	-2	·	1%	4%
> COCC(=O)N1CC(C(=O)NCc2ccncc2)C2(CCOCC2)C1 (stereo unspecified)
 : i	-10%	-4%	22	2%	1%	37%
> COc1ccccc1-c1nnc([C@H]2CCN(Cc3ncc[nH]3)C2)o1
 : -24%[88.5 µM]	-2%[87.6 µM]	-4%[174 µM]	21	-10%[172 µM]	4%[172 µM]	1%[87.6 µM]
> CC(C)CN(Cc1ccncc1)C1CN(C(=O)c2ccco2)C1
 : -1%	11%	?	9	·	-13%	0%
> Cc1cc(C)c(CNC(=O)c2cc(-c3ccccc3C)cc3ncn(C)c23)c(=O)[nH]1
 : 2%[88.5 µM]	-11%[87.6 µM]	?	-6	0%[172 µM]	112µM*	-16%[87.6 µM]
> CCOc1ccc(C2C(C(=O)Nc3ccccc3OC)=C(C)Nc3c(C(=O)Nc4cccc(C)c4)cnn32)cc1 (stereo unspecified)
 : ·	6%	·	-12	·	·	14%

An excerpt of these results, with each value named.
CCn1c(C(=O)Nc2ccccc2C(=O)OC)cc2sc(Cl)cc21
  GPT2 inhibitor: ·
  SNCA viab count: 4%
  NIH3T3 tox: ·
  IP6K1 inh: 17
  FLuc inh: ·
  HEK cytotox: ·
  SNCA expr inh: -18%

Cc1ccsc1C(=O)Nc1ccc(-c2nnc3n2CCCC3)cc1
  GPT2 inhibitor: i
  SNCA viab count: 4%
  NIH3T3 tox: ?
  IP6K1 inh: -11
  FLuc inh: 35µM*
  HEK cytotox: -27%
  SNCA expr inh: 21%
